USP2a inh = blocks human ubiquitin-specific protease USP2a. O75604. USP2 core, Ub-CHOP2 coupled fluorogenic reporter, 485/531. Potency, µM (titrated, usually from 38.3 µM), for inactives: at the highest dose activity change, negative = inhibition, usual class: inhibitors. actives 0.01% (n = 330,000). AID 463254;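 further: potency means the concentration at half of the fitted maximal effect; plate controls were DMSO wells for no effect and full inhibition by NEM control for full effect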
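Cell-free coupled assay: 10nM USP2 core preincubated 30min RT with compound in Tris-HCl pH 8.0/CaCl2/CHAPS buffer, then 25nM Ub-CHOP2 and 25nM reporter substrate; fluorescence (Ex 485/Em 531) read after 60min RT, normalized to NEM inhibition, concentration-response curves fitted.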
TRPV1 ag = agonists of human vanilloid receptor 1 (TRPV1) | activation, % at 8.33 µM | actives 0.19% (n = 320,000) | TRPV1-expressing cells, Fluo-8 calcium influx, agonist mode | Q8NER1; in the data active means activation above about 80%; inconclusive means between about 30% and that limit; further: 0% is about no effect
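Cells expressing TRPV1 were dye-loaded with Fluo-8 and read kinetically: 10 s baseline, 3 min after compound (agonist portion), then 2 min after EC20 capsaicin (allosteric enhancer portion). Calcium-bound dye fluorescence at 480/520 nm.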
AT treatment = candidate therapy for ataxia-telangiectasia; […] A-T fibroblasts, KAP-1 phosphorylation AlphaLISA; neocarzinostatin DNA damage 30 min before lysis; Potency, µM (doses to about 57.5 µM), inactives show at the top dose activation, actives largely listed as activators; actives 0.19% (n = 320,000); further: potency means the concentration at half of the fitted maximal effect; % of control where 0% means no effect; nearly all actives have a fitted effect of over 45% in size
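ATM-like activity read as KAP-1 phosphorylation via AlphaLISA donor/acceptor antibody pairs after lysis and 6 hr at 25C. Cells were ATM-null patient fibroblasts ([…], hTERT), dosed 60 min, then exposed to the DSB inducer NCS for 30 min.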
hERG WT inh = inhibitors of human wildtype KCNH2 potassium channel; Q12809; U2OS, BacMam KCNH2, thallium flux FluxOr; hits give low values; activity change, % at 1.84 µM; actives 0.37% (n = 340,000); AID 720551;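 active means maximum activity change below -70%; inconclusive means maximum activity change between -70% and -50%; inactive means maximum activity change above -50%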; further: on the % scale 0 is the no-effect control and ±100 the full control effect
Target sequence (Q12809 whole entry, looked up): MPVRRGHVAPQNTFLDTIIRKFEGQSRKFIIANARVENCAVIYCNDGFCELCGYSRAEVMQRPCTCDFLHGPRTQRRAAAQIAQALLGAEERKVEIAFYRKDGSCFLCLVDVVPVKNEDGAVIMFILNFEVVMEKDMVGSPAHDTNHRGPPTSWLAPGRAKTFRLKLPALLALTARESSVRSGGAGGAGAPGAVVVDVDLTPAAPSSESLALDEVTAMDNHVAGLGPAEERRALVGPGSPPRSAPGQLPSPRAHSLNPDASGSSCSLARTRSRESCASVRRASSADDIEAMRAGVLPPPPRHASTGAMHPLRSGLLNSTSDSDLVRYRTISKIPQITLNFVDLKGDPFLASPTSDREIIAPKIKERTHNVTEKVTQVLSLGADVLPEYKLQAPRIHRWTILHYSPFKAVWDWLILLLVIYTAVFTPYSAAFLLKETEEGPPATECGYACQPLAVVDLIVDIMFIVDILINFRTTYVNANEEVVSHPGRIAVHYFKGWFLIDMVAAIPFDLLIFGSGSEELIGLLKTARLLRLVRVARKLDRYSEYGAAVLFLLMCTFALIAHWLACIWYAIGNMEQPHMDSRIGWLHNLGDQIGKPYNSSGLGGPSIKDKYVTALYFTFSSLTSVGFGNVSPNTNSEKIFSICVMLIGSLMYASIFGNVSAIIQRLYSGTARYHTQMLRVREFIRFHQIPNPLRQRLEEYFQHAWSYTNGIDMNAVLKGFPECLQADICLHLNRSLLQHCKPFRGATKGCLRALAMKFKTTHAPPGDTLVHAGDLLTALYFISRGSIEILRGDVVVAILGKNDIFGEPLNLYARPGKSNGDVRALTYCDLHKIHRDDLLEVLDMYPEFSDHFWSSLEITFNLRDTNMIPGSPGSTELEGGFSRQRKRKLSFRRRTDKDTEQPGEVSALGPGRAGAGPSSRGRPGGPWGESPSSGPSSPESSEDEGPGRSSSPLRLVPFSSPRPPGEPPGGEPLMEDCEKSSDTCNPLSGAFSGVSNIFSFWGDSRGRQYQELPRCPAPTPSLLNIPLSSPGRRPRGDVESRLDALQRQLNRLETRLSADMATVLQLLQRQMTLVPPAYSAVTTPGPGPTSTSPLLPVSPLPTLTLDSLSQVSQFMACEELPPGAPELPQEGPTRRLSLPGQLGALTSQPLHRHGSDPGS
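U2OS cells were transduced with wild-type KCNH2 virus (2.03 x 10^8 / mL) for 4 h at room temperature, then cultured overnight at 37 C. Thallium flux was read with FluxOr dye. Rate constants were normalized to DMSO controls.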
TSHR antagonist = human thyrotropin receptor antagonism; P16473; TSHR-expressing cells, TSH-stimulated cAMP HTRF, 2 h; hits give low values; activity change, negative = inhibition, % at 11.5 µM; actives 0.2% (n = 330,000); AID 504810;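 active means activity change below a set negative limit, meaning inhibition stronger than a set level, cut at about -70% in these data; inconclusive means activity change between two set negative limits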; further: on the % scale 0 is the no-effect control and ±100 the full control effect
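Cell-based HTRF cAMP assay; TSHR cells + compound, TSH EC80 (4nM final), 2 h, 37 deg C. Lysis with anti-cAMP cryptate and cAMP-d2, 30 min RT, read 665/620 nm.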
KCNH2 3.1 inh = inhibitors of human KCNH2 3.1 potassium channel isoform; U2OS KCNH2 3.1, thallium flux FluxOr; hits give low values; activity change, % (tested at about 1.8 µM); actives 0.95% (n = 340,000); AID 720553;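 active means maximum activity change below -70%; inconclusive means maximum activity change from -70% to -50%; inactive means maximum activity change above -50%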;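 further: thallium influx rate constant from kinetic fluorescence after stimulation buffer; on the % scale 0 is the no-effect control and ±100 the full control effect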
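Kinetic fluorescence (2 min after stimulation buffer) measures Tl+ influx through KCNH2 3.1 expressed by viral transduction in U2OS cells; the rate constant is normalized against DMSO controls serving as positive and negative references.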
Mito fusion yeast = inhibitors of mitochondrial division or activators of mitochondrial fusion; S. cerevisiae fusion-defective mutant growth rescue, CellTiterGlo 48 h; Potency, µM (highest dose often 46.1 µM), for inactives: top-dose growth rescue (activation), most hits filed as activators; actives 0.23% (n = 320,000); AID 485298;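 further: potency means the concentration at half of the fitted maximal effect; % of control where 0% means no effect; nearly all actives have a fitted effect of over 45% in size; temperature-sensitive fusion mutants such as fzo1-1 at 37 °C on non-fermentable ethanol glycerol medium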
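Temperature-sensitive fusion-defective S. cerevisiae (e.g. fzo1-1, mgm1-5) were grown with compound in YPEG medium (3% ethanol, 3% glycerol) for 48 hours at 37C. Growth rescue was measured as viability by CellTiterGlo luminescence after 10 minutes at ambient.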
ELG1 DNA repair = blocks ELG1-dependent DNA repair in HEK293T cells. actives 2.3% (n = 330,000). Potency, µM (doses to about 46.1 µM), for inactives: at the top dose activity change, negative = inhibition, hits mostly inhibitors. AID 504467. HEK293T ELG1-luciferase reporter, luminescence, 16 h; DNA damage induced by 5-fluorouridine; further: potency means the concentration at half of the fitted maximal effect; on the % scale 0 is the no-effect control and ±100 the full control effect; nearly all actives have a fitted effect of over 55% in size
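Cells (2,000 per well) received 5-fluorouridine plus test compound or DMSO and were incubated 16 hr at 37 °C, 5% CO2. Luciferase activity was read by luminescence 30 min after ONE-Glo addition; signal suppression marked inhibition of damage-induced ELG1 function.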
TCR activator = activators of T cell receptors; primary human leukocytes, anti-CD3, IL-2 HTRF, 48 h; Potency, µM (doses to about 9.22 µM), for the others: at the top dose activation of IL-2 secretion, most hits filed as activators; 330,000 tested, under 10 active; AID 504894; further: % of control where 0% means no effect
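Compounds are tested in HTS on primary human leukocytes co-incubated with a-CD3 beads for 48 hr. IL-2 output is measured by time-resolved FRET.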
Eya2 phos inh = inhibitors of human Eya2 phosphatase activity | recombinant Eya2, OMFP fluorescence dephosphorylation (OMFP is methylfluorescein phosphate) | AID 488837 | Potency, µM (top dose mostly 76.9 µM), inactives show at the top dose activity, negative = inhibition, usual class: inhibitors | actives 0.006% (n = 330,000); further: potency means the concentration at half of the fitted maximal effect; on the % scale 0 is the no-effect control and ±100 the full control effect
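Eya2 (0.2 uM) preincubated 10 min at ambient with compound, then OMFP substrate added at 50 uM; 10 min reaction in 50 mM HEPES pH 7.5, 50 mM NaCl, 5 uM MgCl2, 0.05% BSA, 1 mM DTT. Fluorescence read at Ex 485/Em 525 nm.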
Starred values were filed as active, the others as inactive; ? = inconclusive; nt = no result given; [ ] = remark or other dose. Unless noted, the call rests on the fitted dose curve; in most records, active means well fitted curve in the direction sought with a large enough effect; inconclusive means small, poorly fitted or top-dose-only effect, or another doubt; inactive means no such curve, though single readings can be large; an effect the other way counts as inactive or inconclusive. Only part of the results is shown (hit frequency here may not be typical).

SMILES | USP2a inh | TRPV1 ag | AT treatment | hERG WT inh | TSHR antagonist | KCNH2 3.1 inh | Mito fusion yeast | ELG1 DNA repair | TCR activator | Eya2 phos inh
O=C(Cn1nnc(-c2ccccc2F)n1)NCCc1ccccc1 | -1% | 1 | 9% | 0 | -3 | -3 | 2% | 9% | 2% | 8%
O=C(Cn1nc(CNc2ccc(Cl)cc2)[n+]2c1CCCCC2)c1ccc(Cl)cc1 | 2% | -2 | 9% | 5 | 33 | 8 | -21% | 17% | -6%[46.1 µM] | -3%
Cc1cc(NC(=O)NN2CCOCC2)nn1-c1c(Cl)cccc1Cl | 0% | nt | -4% | -3 | -6 | 0 | -5% | -1% | 4% | 15%
O=C(CN1C(=O)NC2(CCCCC2)C1=O)N1CCOCC1 | 0% | -3 | 0% | 2 | 11 | 17 | 0% | 13% | 10% | -3%
COc1ccc(CCC(=O)NCCOc2ccc(C)cc2)cc1 | 0% | 30 | 20% | -7 | -2 | 5 | 0% | 8% | 17% | 6%
Cc1c(C(=O)O)sc(S(=O)(=O)N2CCN(C(=O)Cc3ccccc3Cl)CC2)c1C(=O)O | 1% | 2 | 0% | 2 | -5 | 0 | -3% | 3% | 2% | 15%
CCOc1ccc(OC(=O)c2cccc(S(=O)(=O)N3CCN(C)CC3)c2)cc1 | -1% | 2 | 9% | 28 | 23 | -12 | 0% | -2% | -2% | -28%
Cc1ccc(NS(=O)(=O)c2cc(NC(=O)c3cc4c(s3)CCCC4)ccc2C)c(C)c1 | -1% | 19 | -3% | 2 | -31 | -14 | 6% | ? | -6%[46.1 µM] | -13%
COC(=O)c1cc(Cl)c(NC(=O)/C=C/c2ccc(Cl)cc2)cc1OC | 0% | 17 | -3% | -27 | -13 | -80* | -2% | -19% | nt | -10%
COc1ccc(N2CCN(C(=O)c3ccccc3NS(=O)(=O)c3ccccc3)CC2)cc1 | 1% | 0 | 12% | 7 | 18 | 9 | 1% | 11% | 2% | -8%
N#Cc1cc2cc3c(cc2nc1SCC(=O)OC1CCCCC1)OCO3 | -2% | ? | 9% | -8 | -6 | 1 | -1% | 9% | 1% | 18%
CCOc1ccc(/C=N/NC(=O)c2ccccc2C)cc1CN1CC2CC(C1)c1cccc(=O)n1C2 (centres undefined) | -1% | 3 | -4% | 1 | -14 | 1 | -7% | -11% | 0% | -6%

5 compounds already listed, sorted by the number in Eya2 phos inh, rising.
SMILES | TRPV1 ag | TSHR antagonist | TCR activator | Eya2 phos inh
Cc1ccc(NS(=O)(=O)c2cc(NC(=O)c3cc4c(s3)CCCC4)ccc2C)c(C)c1 | 19 | -31 | -6%[46.1 µM] | -13%
COC(=O)c1cc(Cl)c(NC(=O)/C=C/c2ccc(Cl)cc2)cc1OC | 17 | -13 | nt | -10%
CCOc1ccc(/C=N/NC(=O)c2ccccc2C)cc1CN1CC2CC(C1)c1cccc(=O)n1C2 (centres undefined) | 3 | -14 | 0% | -6%
O=C(Cn1nc(CNc2ccc(Cl)cc2)[n+]2c1CCCCC2)c1ccc(Cl)cc1 | -2 | 33 | -6%[46.1 µM] | -3%
Cc1c(C(=O)O)sc(S(=O)(=O)N2CCN(C(=O)Cc3ccccc3Cl)CC2)c1C(=O)O | 2 | -5 | 2% | 15%

Four entries from above, ordered by molecular weight, ascending.
SMILES | USP2a inh | TRPV1 ag | AT treatment | hERG WT inh | TSHR antagonist | KCNH2 3.1 inh | Mito fusion yeast | ELG1 DNA repair | TCR activator | Eya2 phos inh
N#Cc1cc2cc3c(cc2nc1SCC(=O)OC1CCCCC1)OCO3 | -2% | ? | 9% | -8 | -6 | 1 | -1% | 9% | 1% | 18%
CCOc1ccc(OC(=O)c2cccc(S(=O)(=O)N3CCN(C)CC3)c2)cc1 | -1% | 2 | 9% | 28 | 23 | -12 | 0% | -2% | -2% | -28%
CCOc1ccc(/C=N/NC(=O)c2ccccc2C)cc1CN1CC2CC(C1)c1cccc(=O)n1C2 (centres undefined) | -1% | 3 | -4% | 1 | -14 | 1 | -7% | -11% | 0% | -6%
Cc1c(C(=O)O)sc(S(=O)(=O)N2CCN(C(=O)Cc3ccccc3Cl)CC2)c1C(=O)O | 1% | 2 | 0% | 2 | -5 | 0 | -3% | 3% | 2% | 15%

(further entries)
SMILES | USP2a inh | TRPV1 ag | AT treatment | hERG WT inh | TSHR antagonist | KCNH2 3.1 inh | Mito fusion yeast | ELG1 DNA repair | TCR activator | Eya2 phos inh
CN(CC(=O)Nc1ccc(F)cc1)C(=O)COC(=O)/C=C/c1ccc(OC(F)F)cc1 | 1% | -2 | 2% | 11 | -4 | -20 | -6% | 0% | -3% | -18%
COc1ccc(NC(=O)CS(=O)(=O)c2ccccc2Cl)cc1 | -3% | 20 | 1% | 2 | 5 | 19 | -10% | 25% | 2% | -5%
CC(C)N(Cc1cc2ccccc2[nH]c1=O)C(=O)C1CCCCC1 | 0% | 6 | 8% | -5 | -2 | -10 | 1% | 3% | -3% | 6%
CSCC[C@H](NC(=O)c1cccc(S(=O)(=O)N2CCCCCC2)c1)c1nc2ccccc2[nH]1 | -1% | nt | 14% | -8 | -6 | ? | nt | 23µM* | 0% | 6%
COC(=O)[C@@H]1C[C@H]2CC[C@H](O)C[C@H]2N1Cc1ccc(C(F)(F)F)cc1 | -4% | 20 | -23% | -15 | -7 | 0 | -12% | 2% | -3% | 3%
CS(=O)(=O)c1ccc(C(=O)CN2C(=O)NC3(CCCc4ccccc43)C2=O)cc1 (centres undefined) | 0% | 0 | -5% | 14 | 13 | 7 | -3% | 1% | -11% | -8%
CCCCOc1ncnc2c1[nH]c1ccc(OC)cc12 | 4% | -4 | 1% | -11 | -6 | 10 | -4% | ? | nt | -14%
C=CC[n+]1c(C)csc1Nc1ccc(C)cc1 | 0% | 2 | 0% | 7 | -6 | 19 | 5% | -10% | -11% | 9%
CCOc1ccc2nc(NC(NC(C)=O)(C(=O)OC)C(F)(F)F)sc2c1 (centres undefined) | -1% | 1 | -5% | 4 | 9 | 8 | 1% | 1% | nt | -4%
CC(C)[C@H](NC(=O)N1c2ccccc2NC(=O)[C@@H]1C(C)C)C(=O)N[C@H](Cc1ccccc1)C(=O)O | 0% | 0 | -11% | -5 | -7 | -1 | 2% | 17% | -2% | -14%
NC(=O)c1ccccc1NC(=O)CSC1=NCCS1 | 0% | 1 | 1% | -9 | 2 | 7 | 1% | ? | 1% | 7%
NC(=O)C1=C[C@@H](C2CCCCC2)C[C@@H](OCCCCO)O1 | -2% | -1 | 19% | 1 | -2 | 3 | 0% | 20% | -17% | 2%
CCOc1ccccc1NC(=O)CN(C)S(=O)(=O)c1cccc2nsnc12 | 1% | ? | 1% | -2 | 1 | ? | 4% | ? | -1%[46.1 µM] | -1%
CC(=O)c1c(C)[nH]c(C(=O)Nc2cc(C)ccc2C)c1C | 4% | nt | 15% | -7 | 4 | -3 | 0% | -2% | 4% | 3%
CC1CCCN(CC(=O)Nc2ccc(S(=O)(=O)N3CCCCC3)cc2)C1 (centres undefined) | -1% | 10 | 1% | 0 | 0 | -1 | 1% | -12% | 2%[46.1 µM] | -3%
Cc1ccc(C)c(NC(=O)Cn2c([N+](=O)[O-])cnc2C)c1 | 1% | -2 | 7% | 10 | -5 | 5 | -1% | -9% | 3% | 14%
CCOc1cc(/C=C(\C#N)C(=O)Nc2ccccc2C(=O)O)ccc1OC(=O)c1ccc(C)cc1 | 0% | 6 | 13% | -2 | 9 | -1 | -4% | 6% | 2% | 1%
CCCn1c(COc2ccc(C(=O)O)cc2)nc2ccccc21 | 0% | -2 | -1% | -2 | -1 | -6 | 6% | -2% | 10% | 12%
COc1cccc(CNC(=O)CCC(=O)N2CCOCC2)c1 | 1% | -1 | -8% | -3 | 1 | -2 | -5% | 8% | -6% | -4%
CC(=O)N1CCN(C(=O)COC(=O)COc2ccc(C#N)cc2)CC1 | -1% | -1 | 14% | 1 | -2 | -10 | -2% | 9% | -7% | -9%
CC1CCN(C(=O)c2[nH]cnc2C(=O)NCCCCCNC(=O)OC(C)(C)C)CC1 | 1% | 8 | 16% | nt | 11 | nt | -3% | -9% | 5% | 3%
CCNC(=O)COc1ccc(CC)cc1 | 3% | 30 | 1% | 6 | 6 | 6 | 1% | ? | 0%[46.1 µM] | 9%
Cc1ccc(NC(=S)N(CCCN(C)C)Cc2cc3cc4c(cc3[nH]c2=O)OCO4)c(C)c1 | 0% | 1 | -2% | 7 | -5 | 4 | 2% | 9% | 8% | 0%
Cc1ccc(C(=O)Nc2ccccc2C(=O)N2CCCCCC2)cc1 | -2% | nt | -2% | -2 | 1 | 1 | 0% | -24% | 0% | -5%
O=C(CNC(=O)c1ccccc1F)OC(C(=O)Nc1cc(C(F)(F)F)ccc1Cl)c1ccccc1 (centres undefined) | -7% | 23 | nt | 0 | 4 | -4 | 1% | 9% | 4% | 6%

Source: PubChem BioAssay
